# High-throughput results (PubChem)
# NFkB binder: binds human NF-kappa-B p105 on microarray; actives 1.3% (n = 17,000); P19838; Small molecule microarray, anti-His fluorescence binding; calls only;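 active = spot fluorescence over background significantly raised, with a chance value under 7% in all four replicate spots of the compound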;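 note: probe protein is his-tagged human p50 processed subunit at 1 µg/ml; raw spot fluorescence signals with no normalization applied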
# Target sequence (P19838 1-433 limits assumed): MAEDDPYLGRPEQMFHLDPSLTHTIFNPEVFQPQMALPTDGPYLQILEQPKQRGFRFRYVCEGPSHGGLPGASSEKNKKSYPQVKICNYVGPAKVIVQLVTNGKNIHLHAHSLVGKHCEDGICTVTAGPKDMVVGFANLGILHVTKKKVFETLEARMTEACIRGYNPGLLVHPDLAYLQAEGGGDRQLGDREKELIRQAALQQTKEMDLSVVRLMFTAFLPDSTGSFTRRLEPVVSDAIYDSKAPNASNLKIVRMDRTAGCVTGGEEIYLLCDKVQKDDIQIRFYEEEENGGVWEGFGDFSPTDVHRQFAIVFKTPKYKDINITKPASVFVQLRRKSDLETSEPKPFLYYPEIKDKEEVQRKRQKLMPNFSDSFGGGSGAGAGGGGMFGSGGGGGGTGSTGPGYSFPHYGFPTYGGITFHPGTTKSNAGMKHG
# Calls only; i = inactive; + = active, no number.
COc1c(-c2ccccc2)oc2c(OC)c(O)cc(O)c2c1=O
  NFkB binder = i

CC(C)C[C@@H](C=O)NC(=O)[C@H](CC(C)C)NC(=O)[C@H](CC(C)C)NC(=O)OCc1ccccc1
  NFkB binder = i

CC(C)NC(=O)N(C)C[C@@H]1OCCCC[C@H](C)Oc2ccc(NC(=O)Nc3ccc(F)cc3)cc2C(=O)N([C@H](C)CO)C[C@@H]1C
  NFkB binder = i

NC(=O)CN(c1cc(Cl)ccc1Cl)S(=O)(=O)c1ccccc1
  NFkB binder = i

C[C@@H]1CN([C@H](C)CO)C(=O)c2cccc(N(C)C)c2O[C@H]1CN(C)C
  NFkB binder = i

CSc1ccccc1NC(=O)CSc1nnnn1-c1ccccc1F
  NFkB binder = i

Cc1cc(C(=O)Nc2cccc3c2O[C@@H](CN(C)S(=O)(=O)c2cn(C)cn2)[C@H](C)CN([C@@H](C)CO)C3=O)n(C)n1
  NFkB binder = i

O=C(C1=C[C@@H](c2csc3ccccc23)C[C@@H](OCCCCO)O1)N1CCCCCCC1
  NFkB binder = i

Cc1noc(C)c1S(=O)(=O)Nc1ccc2c(c1)CC(=O)N([C@H](C)CO)C[C@@H](C)[C@@H](CN(C)Cc1ccc(Oc3ccccc3)cc1)O2
  NFkB binder = i

C[C@@H]1CCCCO[C@@H](CN(C)S(=O)(=O)c2cccs2)[C@H](C)CN([C@H](C)CO)C(=O)c2cc(NS(=O)(=O)c3cccs3)ccc2O1
  NFkB binder = i

Cc1noc(C)c1S(=O)(=O)N(C)C[C@H]1Oc2ccc(NS(=O)(=O)c3cccs3)cc2C(=O)N([C@H](C)CO)C[C@H]1C
  NFkB binder = i

O=C(Nc1ccc(OCc2nc3ccccc3s2)cc1)c1cccc(I)c1
  NFkB binder = i

C[C@@H]1CN([C@H](C)CO)C(=O)Cc2cc(NC(=O)C3CC3)ccc2O[C@H]1CN(C)C
  NFkB binder = i

O=c1c2c3c(sc2nc2c4ccccc4c(NCCOCCO)nn12)CCCC3
  NFkB binder = i

COCCNC(=S)Nc1nc(OC)cc(OC)n1
  NFkB binder = i

COc1ccc(S(=O)(=O)Nc2ccc3c(c2)C(=O)N([C@@H](C)CO)C[C@@H](C)[C@@H](CN(C)S(=O)(=O)c2ccc(F)cc2)OCCCC[C@@H](C)O3)cc1
  NFkB binder = i

CCc1ccc(OCc2ccccc2C(=O)Nc2ccc3nc(C)cc(N)c3c2)cc1
  NFkB binder = i

C[C@H](CO)N1C[C@H](C)[C@H](CN(C)Cc2ccccc2)OCCCC[C@H](C)Oc2ccc(NC(=O)CCC(F)(F)F)cc2C1=O
  NFkB binder = i

C[C@@H]1CN([C@@H](C)CO)C(=O)c2cccc(N(C)C)c2O[C@H]1CN(C)C(=O)NC1CCCCC1
  NFkB binder = i

C[C@@H]1CN([C@@H](C)CO)C(=O)CCCn2cc(nn2)CO[C@H]1CN(C)C(=O)Nc1ccccc1C(F)(F)F
  NFkB binder = i

CCn1c(SCC(=O)Nc2cccc(Cl)c2)nnc1-c1ccc(Cl)cc1Cl
  NFkB binder = i

CN(CCc1ccc(Cl)c(Cl)c1)CCN1CCCC1
  NFkB binder = i

CCN(CC(=O)Nc1ccc(Br)cc1)S(=O)(=O)c1ccc(C)cc1
  NFkB binder = i

COC(=O)c1cccc(COC(=O)c2ccc(NC(=O)c3ccccc3)cc2)c1
  NFkB binder = i

C[C@@H]1CN([C@@H](C)CO)C(=O)c2cccc(NC(=O)c3ccncc3)c2O[C@@H]1CN(C)C(=O)Nc1ccc(C(F)(F)F)cc1
  NFkB binder = i

CCn1cc(NC(=S)Nc2cc(Cl)ccc2OC)c(C(N)=O)n1
  NFkB binder = i

COC(=O)C1(Cc2ccc(O)c(CC3OC3(C)C)c2)OC(=O)C(=O)C1c1ccc(O)cc1 (stereo not given)
  NFkB binder = i

CCO[C@H]1OC(C(=O)O)=C[C@@H](c2ccc3c(c2)OCO3)[C@@H]1CCCO
  NFkB binder = i

Cc1noc(C)c1NC(=O)N(C)C[C@@H]1Oc2c(cccc2N(C)C)C(=O)N([C@@H](C)CO)C[C@H]1C
  NFkB binder = i

C[C@@H]1CN([C@H](C)CO)C(=O)c2cc(NC(=O)Cc3ccccc3)ccc2O[C@@H]1CN(C)Cc1ccc2c(c1)OCO2
  NFkB binder = i

COc1ccc(N2CCN(c3nc(NCCO)nc(N4CCOCC4)n3)CC2)cc1
  NFkB binder = i

O=C(CSc1ncccn1)Nc1ccc([N+](=O)[O-])cc1
  NFkB binder = i

Cc1ccc(S(=O)(=O)N(C)C[C@H]2Oc3ccc(NC(=O)C4CC4)cc3CC(=O)N([C@H](C)CO)C[C@H]2C)cc1
  NFkB binder = i

Cc1noc(C)c1NC(=O)N(C)C[C@@H]1OCCCC[C@H](C)Oc2ccc(NC(=O)c3ccncc3)cc2C(=O)N([C@H](C)CO)C[C@H]1C
  NFkB binder = i

C[C@@H]1CN([C@@H](C)CO)C(=O)c2cc(NC(=O)Cc3ccccc3)ccc2O[C@@H]1CN(C)C(=O)Nc1ccccc1
  NFkB binder = i

CNC(=O)C1OC(n2cnc3c(NCc4cccc(I)c4)nc(Cl)nc32)C(O)C1O (stereo not given)
  NFkB binder = i

Cc1noc(C)c1S(=O)(=O)Nc1ccc2c(c1)CC(=O)N([C@H](C)CO)C[C@H](C)[C@@H](CN(C)C(=O)Nc1ccc(F)cc1)O2
  NFkB binder = i

CCOC(=O)COc1ccc2c(=O)c(-c3ccccc3OC)c(C(F)(F)F)oc2c1
  NFkB binder = i

O=C(CS(=O)c1ccc(C(F)(F)F)cc1[N+](=O)[O-])Oc1ccc(Cl)cc1 (stereo not given)
  NFkB binder = i

C[C@@H]1CN([C@@H](C)CO)C(=O)c2cc(N(C)C)ccc2O[C@@H](C)CCCCO[C@H]1CN(C)Cc1ccncc1
  NFkB binder = i

CCOc1cc([N+](=O)[O-])ccc1NC(=O)CC1Sc2ccccc2NC1=O (stereo not given)
  NFkB binder = i

Cc1noc(C)c1NC(=O)N(C)C[C@@H]1Oc2c(NC(=O)c3ccncc3)cccc2C(=O)N([C@H](C)CO)C[C@H]1C
  NFkB binder = i

C[C@H]1CN([C@@H](C)CO)C(=O)CCCn2cc(nn2)CO[C@@H]1CN(C)C(=O)Nc1ccccc1C(F)(F)F
  NFkB binder = i

O=C1OCc2cc3cccc(O[C@@H]4O[C@H](CO)[C@@H](O)[C@H](O)[C@H]4O)c3c(O)c21
  NFkB binder = i

Cc1c(C(=O)Nc2ccccc2C(=O)NCc2ccco2)cccc1[N+](=O)[O-]
  NFkB binder = i

COc1ccc(C#Cc2cnc3c(c2)C(=O)N([C@H](C)CO)C[C@H](C)[C@H](CN(C)C(=O)NC(C)C)O3)cc1OC
  NFkB binder = i

CC1(CO)C=Cc2c(cc(O)c3c(=O)c(-c4ccc(O)cc4)coc23)O1 (stereo not given)
  NFkB binder = i

Cc1noc(C)c1S(=O)(=O)N(C)C[C@@H]1Oc2c(NS(C)(=O)=O)cccc2C(=O)N([C@@H](C)CO)C[C@H]1C
  NFkB binder = i

C[C@@H]1CN([C@@H](C)CO)C(=O)c2cc(NC(=O)Cc3ccccc3)ccc2O[C@@H](C)CCCCO[C@H]1CN(C)C(=O)c1ccncc1
  NFkB binder = i

COc1ccc([N+](=O)[O-])cc1NC(=O)C(C)N1C(=O)C2CC=C(Cl)CC2C1=O (stereo not given)
  NFkB binder = i

COc1ccc(S(=O)(=O)N(C)C[C@@H]2Oc3c(NC(=O)c4nc5ccccc5s4)cccc3C(=O)N([C@@H](C)CO)C[C@H]2C)cc1
  NFkB binder = i

O=S(=O)(Nc1cccnc1)c1cccc(S(=O)(=O)c2ccc(Cl)c(Cl)c2)c1
  NFkB binder = i

NCc1ccccc1CC(=O)N[C@@H]1C(=O)N2C(C(=O)O)=C(CSc3nnnn3CC(=O)O)CS[C@H]12
  NFkB binder = i

CC(C)=CCc1c(O)cc(O)c2c1OC(c1ccc(O)c(O)c1)CC2=O (stereo not given)
  NFkB binder = i

CCCCNC(=O)C(COCc1ccccc1)OC(=O)c1ccccc1 (stereo not given)
  NFkB binder = i

C[C@@H]1CN([C@H](C)CO)C(=O)c2cccc(NC(=O)C3CCOCC3)c2O[C@H]1CN(C)S(=O)(=O)c1cccs1
  NFkB binder = i

O=C(CSc1nc(-c2ccccc2)cc(C(F)(F)F)n1)Nc1ccc(F)cc1
  NFkB binder = i

C=C1C2CCC3C(CCC4[C@]3(C)CCC[C@]4(C)C(=O)O)(C2)C1OC(=O)/C(C)=C\C (stereo not given in full)
  NFkB binder = i

Cc1nc(CSc2nc3[nH]ncc3c(=O)n2-c2ccccc2)cs1
  NFkB binder = i

C[C@@H]1CN([C@H](C)CO)C(=O)Cc2cc(NS(=O)(=O)c3ccc(Cl)cc3)ccc2O[C@H]1CN(C)CC1CCCCC1
  NFkB binder = i

# (more compounds)
molecule | NFkB binder
C/C=C(/C)C(=O)OC(COc1c2ccoc2c(OC)c2oc(=O)ccc12)C(C)(C)O (stereo not given) | i
CCOC(=O)c1c(NC(=S)Nc2cnccn2)sc(C)c1-c1ccccc1 | i
Cc1noc(C)c1S(=O)(=O)Nc1ccc2c(c1)C(=O)N([C@H](C)CO)C[C@@H](C)[C@@H](CN(C)C(=O)CCC(F)(F)F)OCCCC[C@H](C)O2 | i
CC(C)NC(=O)N(C)C[C@@H]1Oc2ncc(C#CC(C)(C)O)cc2C(=O)N([C@H](C)CO)C[C@@H]1C | i
COc1ccc(NC(=O)Nc2cccc3c2O[C@H](CN(C)C(=O)Nc2cccc4ccccc24)[C@H](C)CN([C@@H](C)CO)C3=O)cc1 | i
C[C@H](CO)N1C[C@H](C)[C@H](CN(C)C(=O)Nc2ccccc2)Oc2ccc(NS(C)(=O)=O)cc2CC1=O | i
COc1ccc(CN(C)C[C@H]2Oc3c(NS(=O)(=O)c4cccs4)cccc3C(=O)N([C@@H](C)CO)C[C@H]2C)cc1 | i
CC1CCC2(NC1)OC1CC3C4CC=C5CC(O[C@@H]6O[C@H](CO)[C@@H](O[C@@H]7O[C@@H](C)[C@H](O)[C@@H](O)[C@H]7O)[C@H](O)[C@H]6O)CCC5(C)C4CCC3(C)C1C2C (stereo not given in full) | +
C[C@H]1CN([C@@H](C)CO)C(=O)c2cc(NC(=O)CCCN(C)C)ccc2O[C@H]1CN(C)C(=O)Nc1ccc(F)cc1 | i
c1ccc(-c2csc3nnc(SCc4ccc5c(c4)OCCO5)n23)cc1 | i
CNC[C@H]1Oc2ccc(NC(=O)CCCN(C)C)cc2C(=O)N([C@H](C)CO)C[C@@H]1C | i
Cc1noc(C)c1NC(=O)Nc1ccc2c(c1)C(=O)N([C@H](C)CO)C[C@H](C)[C@@H](CN(C)C(=O)CCCN(C)C)OCCCC[C@@H](C)O2 | i
NS(=O)(=O)c1ccc(CCNc2ncnc3c2c(-c2ccccc2)cn3-c2ccc(F)cc2)cc1 | i
C[C@H]1CCCCO[C@@H](CN(C)C)[C@@H](C)CN([C@@H](C)CO)C(=O)c2cc(NS(=O)(=O)c3cccs3)ccc2O1 | i
C[C@@H]1CCCCO[C@@H](CN(C)S(=O)(=O)c2cccs2)[C@H](C)CN([C@@H](C)CO)C(=O)c2cc(N(C)C)ccc2O1 | i
COc1ccccc1NC(=O)CSc1nnc(-c2ccc([N+](=O)[O-])cc2)n1-c1ccccc1 | i
CCOC(=O)c1c(NC(=O)C2CC(Cl)=CCC2C(=O)O)sc2c1CC(C)CC2 (stereo not given) | i
COc1ccc(C(=O)NCC(=O)Nc2cccc(C(F)(F)F)c2)cc1 | i
Cc1noc(C)c1NC(=O)N(C)C[C@H]1OCCCC[C@@H](C)Oc2ccc(NC(=O)c3ccncc3)cc2C(=O)N([C@H](C)CO)C[C@H]1C | i
COc1ccc(NC(=S)NCCn2cc(Br)cn2)cc1OC | i
C[C@@H]1CN([C@H](C)CO)C(=O)CCCn2cc(nn2)CO[C@@H]1CN(C)S(=O)(=O)c1ccc2c(c1)OCCCO2 | i
CCNS(=O)(=O)c1cc(C)ccc1-n1cnnn1 | i
C[C@@H]1CCCCO[C@H](CN(C)C(=O)C2CCCCC2)[C@H](C)CN([C@H](C)CO)C(=O)c2cc(NS(=O)(=O)c3cccs3)ccc2O1 | i
COc1ccc(-c2cc(=O)oc3cc(OC(C(=O)O)c4ccccc4)ccc23)cc1 (stereo not given) | i
CCOc1ccccc1OCC(=O)Nc1cccc([N+](=O)[O-])c1 | i
C[C@H](CO)N1C[C@H](C)[C@@H](CN(C)Cc2ccccc2)Oc2c(NC(=O)C3CC3)cccc2C1=O | i
Cc1cc(N)nc(COc2ccc([N+](=O)[O-])cc2)n1 | i
COc1cc([N+](=O)[O-])ccc1NC(=O)Nc1nn(Cc2ccc(Cl)c(Cl)c2)cc1Cl | i
C[C@@H]1CN([C@H](C)CO)C(=O)CCCn2cc(nn2)CO[C@@H]1CN(C)C(=O)CCCN(C)C | i
COc1ccc(COCC23N=C4SCc5ccccc5CN4[C@H](c4ccccc4O2)[C@H]3CO)cc1 | i

# (listing goes on)
molecule | NFkB binder
COC(=O)c1c(NC(=O)C2C3C=CC(C3)C2C(=O)O)sc(C)c1C (stereo not given) | i
C[C@H]1CCCCO[C@@H](CN(C)C)[C@@H](C)CN([C@@H](C)CO)C(=O)c2cc(NS(=O)(=O)c3ccc(Cl)cc3)ccc2O1 | i
C[C@H]1CN([C@@H](C)CO)C(=O)c2cc(NC(=O)Cn3cnnn3)ccc2O[C@@H]1CN(C)CC1CCCCC1 | i
C[C@@H]1CN([C@@H](C)CO)C(=O)c2cc(N(C)C)ccc2O[C@@H](C)CCCCO[C@H]1CN(C)C(=O)Nc1cccc2ccccc12 | i

# An excerpt. The share of hits here may be higher or lower than overall.
